DAGLB inh – DAGLB lipase inhibitors, primary screen, biochemical, fluorescence, HTS; Diacylglycerol lipase-beta (Homo sapiens), Q8NCG7; HEK293T DAGLB membrane lysate, EnzChek fluorogenic substrate; inhibition, % at 5.17 µM; hit rate 0.059% among 340,000; in the data active means inhibition above about 34%;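 further: 0% = enzyme with vehicle and 100% = wells lacking enzyme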
Rtt109 HAT inh – inhibitors of C. albicans Rtt109/Vps75 HAT, primary screen, biochemical, ThioGlo CoA-SH fluorescence, plate reader; Histone acetyltransferase RTT109 (Candida albicans (strain SC5314 / ATCC MYA-2876)), …; purified Rtt109/Vps75, 4 h; inhibition, % at 34.9 µM; hit rate 0.16% among 330,000; AID 540336, 2011;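 active means inhibition of at least 50% in every replicate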
Target sequence (Q5AAJ8 whole entry, looked up): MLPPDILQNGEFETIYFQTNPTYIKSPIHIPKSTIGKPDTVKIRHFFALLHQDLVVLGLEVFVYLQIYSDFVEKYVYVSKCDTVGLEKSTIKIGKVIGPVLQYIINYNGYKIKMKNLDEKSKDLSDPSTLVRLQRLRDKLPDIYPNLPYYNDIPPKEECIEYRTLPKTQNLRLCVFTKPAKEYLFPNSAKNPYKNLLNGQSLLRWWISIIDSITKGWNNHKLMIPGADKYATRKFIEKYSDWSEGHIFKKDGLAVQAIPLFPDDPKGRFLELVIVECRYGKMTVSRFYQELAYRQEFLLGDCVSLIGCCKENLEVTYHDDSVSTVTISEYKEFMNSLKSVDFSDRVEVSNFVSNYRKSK
LANA DNA inh – inhibitors of KSHV C-LANA binding to DNA, primary screen, biochemical, fluorescence polarization, FAM-LBS DNA, MBP-C-LANA, single point; Kaposi's sarcoma herpesvirus LANA C-terminal domain (residues 932-1162) DNA binding; inhibition, % at 9 µM; hit rate 0.078% among 340,000; AID 504423, 2011;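 active means highest replicate inhibition at or above 60% at 9 µM, even if other replicates fall short; inactive means all replicates below 60% inhibition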;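 further: 0% = neutral control wells and 100% = 4 µM acridine orange control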
SR-BI uptake up – activators of SR-BI mediated DiI-HDL uptake, primary screen, ldlA[mSR-BI] CHO cells, DiI fluorescence | AID 504775, 2011 | activation, % at 12.5 µM | hit rate 0.096% among 320,000 | 3 h; 100 = double the neutral-control signal;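 active means mean replicate activation of at least 60% and every replicate at or above 60%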;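 further: 0% = median plate neutral-control signal and 100% = twice that signal; values of inactives mirror those of a sister screen read the other way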
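Material: SR-BI-overexpressing, LDLR-lacking CHO cells; schedule: compound exposure 3 h, 37 °C; reagent: DiI-labelled HDL at 10 µg/mL final; technique: bottom-read fluorescence, 550/595 nm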
CAL PDZ FP-1 – untagged CAL PDZ binding inhibitors, primary screen, biochemical, fluorescence polarization, HTS; inhibition, % at 24.9 µM; purified CAL PDZ, TMR-peptide fluorescence polarization, 1 h; AID 602252, 2012; Golgi-associated PDZ and coiled-coil motif-containing protein (Homo sapiens), Q9HD26; hit rate 0.92% among 300,000;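 active means mean inhibition of at least 30% with at least half of replicates also reaching 30%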;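 further: 0% = DMSO neutral control and 100% = excess unlabeled competitor peptide PRC23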
RTF Ca sens inh – cardiac RTF calcium sensitivity inhibitors, primary screen, biochemical, IANBD-TnC fluorescence, EC70 calcium; Troponin I, cardiac muscle (Homo sapiens) + Troponin T, cardiac muscle (Homo sapiens) + …; IANBD-labeled cardiac RTF, Ca2+ fluorescence; inhibition, % at 7.15 µM; hit rate 0.12% among 340,000; AID 493244, 2011;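 active means inhibition above the mean inhibition of all tested compounds plus 3 SD, cut at about 17% in these data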;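 further: assay run at fixed EC70 calcium of 1.6 mM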
CAL PDZ FP-2 – CAL PDZ peptide-binding inhibitors, primary screen, biochemical, fluorescence polarization, Cer-tagged CAL PDZ, HTS | Golgi-associated PDZ and coiled-coil motif-containing protein (Homo sapiens), Q9HD26 | purified CAL PDZ, TMR-peptide fluorescence polarization, 1 h | inhibition, % at 20 µM | hit rate 0.02% among 330,000 | AID 504414, 2011;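 active means highest replicate inhibition of at least 40%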;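 further: plate controls were DMSO neutral control wells for no effect and unlabeled competitor peptide control wells for full effect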
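Control set: unlabelled peptide and DMSO controls / Material: purified CerCALP PDZ construct / Timing: 1 h incubation at room temperature before polarization reading / Doses: 20 µM, one dose / Detection: fluorescence polarization (mP)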
PKA-R2B act – activators of PKA-R2B holoenzyme, primary screen, biochemical, fluorescence polarization, Cy5-IP20, human | activation, % at 11.4 µM | cAMP-dependent protein kinase catalytic subunit beta (Homo sapiens) + cAMP-dependent … | PKA-R2B holoenzyme dissociation; R2B truncated from residue 108, S112A mutant; 0% DMSO only, 100% 113 µM cGMP | hit rate 0.079% among 340,000;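 active means activation above a cutoff set at the mean over all compounds plus 3 SD, cut at about 18% in these data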;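 further: higher means more holoenzyme dissociation and a rise in polarization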
RTF Ca sens act – cardiac RTF calcium sensitivity activators, primary screen, biochemical, IANBD-TnC fluorescence, EC20 calcium; IANBD-labeled TnC RTF fluorescence at EC20 calcium; 0% EC20 calcium, 100% full calcium; activation, % at 7.2 µM; hit rate 0.24% among 340,000;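 active means activation above the mean over all tested compounds plus 3 SD, cut at about 30% in these data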;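 further: rise in fluorescence read as greater calcium sensitivity of cardiac thin filaments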
Keap1 Nrf2 FP – Keap1-Nrf2 protein-protein interaction inhibitors, primary screen, biochemical, fluorescence polarization, single point; inhibition, % at 9.4 µM; hit rate 0.15% among 340,000; Keap1 Kelch-Nrf2 peptide fluorescence polarization, 1536-well; in the data active means inhibition above about 12%;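 further: human Keap1 Kelch domain with fluorescein labeled Nrf2 9mer peptide probe; 0% = neutral control wells and 100% = peptide positive control; higher means more block of Keap1 binding to Nrf2 peptide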
Target sequence (Q14145 whole entry, looked up, the tested form may be a part): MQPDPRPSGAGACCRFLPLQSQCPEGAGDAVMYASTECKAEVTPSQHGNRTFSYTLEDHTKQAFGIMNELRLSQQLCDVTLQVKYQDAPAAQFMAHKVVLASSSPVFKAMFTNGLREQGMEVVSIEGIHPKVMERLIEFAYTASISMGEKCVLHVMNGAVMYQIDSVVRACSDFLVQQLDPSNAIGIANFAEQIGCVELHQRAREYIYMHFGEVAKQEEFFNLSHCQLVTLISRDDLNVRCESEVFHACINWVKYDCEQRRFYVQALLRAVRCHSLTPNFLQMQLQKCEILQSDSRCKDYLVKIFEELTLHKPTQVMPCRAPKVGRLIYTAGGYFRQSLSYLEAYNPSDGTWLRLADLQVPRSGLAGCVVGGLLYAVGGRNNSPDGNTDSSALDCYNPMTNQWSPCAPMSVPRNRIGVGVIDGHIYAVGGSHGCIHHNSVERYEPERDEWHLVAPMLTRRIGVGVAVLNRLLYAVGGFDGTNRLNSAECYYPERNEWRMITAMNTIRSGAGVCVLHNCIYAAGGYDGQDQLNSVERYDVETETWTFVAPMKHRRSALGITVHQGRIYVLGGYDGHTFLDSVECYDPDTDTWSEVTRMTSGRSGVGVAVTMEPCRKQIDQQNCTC
* = called active by the depositor; nt = not tested or not shown.

SMILES	DAGLB inh	Rtt109 HAT inh	LANA DNA inh	SR-BI uptake up	CAL PDZ FP-1	RTF Ca sens inh	CAL PDZ FP-2	PKA-R2B act	RTF Ca sens act	Keap1 Nrf2 FP
C[C@H](NC(=O)c1nc[nH]c1C(=O)N[C@@H](C)C(=O)OC(C)(C)C)C(=O)OC(C)(C)C	-2	11	-1.3	24	1	-6	2.0	-16	2	-3
Cc1ccc(C(=O)N2C(CC(=O)Nc3ccc(Cl)cc3)C(=O)NC3CCCCC32)cc1 (stereo unspecified)	2	-2	0.0	12	-2	-12	-2.4	-6	9	-5
O=C(Nc1cc2c(oc1=O)CCCC2=O)c1cccc(Cl)c1	-2	0	0.7	nt	-2	-5	-0.9	4	0	3
O=C(N/N=C/c1cccn1-c1ccccc1)c1ccncc1	0	0	8.1	-37	-6	-3	-2.9	4	1	0
Cc1cccc(-n2ccnc2SCC(=O)Nc2cccc(S(=O)(=O)NC3=NCCC3)c2)c1C	2	-8	-0.4	-19	nt	-13	-0.1	-9	4	-5
NC1=CC(=O)C(=O)c2ccccc21	-1	6	2.3	-7	-3	3	0.4	-7	-8	1
COc1cccc(NC(=O)C(Sc2nnc(Nc3ccccc3C)s2)c2ccccc2)c1 (stereo unspecified)	-1	7	1.6	11	0	-4	-2.9	-9	-9	-4
CCOc1ccc(NC(=O)CSc2nnc(C)n2C2CC2)cc1S(=O)(=O)N1CCCC1	0	-5	-1.0	-16	4	-10	-0.4	3	13	3
COCCCNC(NC(=O)c1ccc(Br)cc1)C(Cl)(Cl)Cl (stereo unspecified)	1	2	-1.7	2	-4	12	-0.6	-19	-3	-2
Cc1cc(S(=O)(=O)N2CCCCC2)ccc1OCC(=O)N1CCOCC1	-2	22	3.3	1	1	-11	-2.1	-6	-2	-4
CC(CCc1ccccc1)NC(=O)CCc1cn(C)c2ccccc12 (stereo unspecified)	-1	-3	1.9	-9	6	-2	-0.8	-4	-1	-1
COc1cc(OC)cc(C(=O)NCCN2CCOCC2)c1	0	nt	2.2	7	3	-5	-2.0	-2	-4	4
COc1ccc2c(c1)C(SCC(=O)NCCc1ccccc1)CC(C)(C)O2 (stereo unspecified)	-7	14	0.2	-8	2	-11	0.4	3	4	-4
Cc1cc(C(F)(F)F)nc(SCCN2CCOCC2)c1C#N	-2	-13	-0.3	-2	3	5	0.6	0	-1	0
O=C(NCc1ccccc1Cl)C1CCCN(S(=O)(=O)c2cnc[nH]2)C1 (stereo unspecified)	-2	-1	-0.5	12	nt	-5	0.5	-1	1	1
Cc1ccc(NC(=O)CN2C(=O)CSC2=O)cc1	-3	2	1.5	nt	-5	-18	0.1	-4	0	-1
CSc1ccccc1OCc1cc(C(=O)NCCN2CCCc3ccccc32)no1	0	14	1.4	-56	1	-6	-1.4	-14	2	-1
O=C(Nc1c(C(=O)N2CCCCC2)cnn1-c1ccccc1)c1ccccc1	-2	1	-1.2	2	nt	1	-0.1	-14	7	-4
Cn1c(=O)c(C(=O)NCCCc2ccccc2)c(O)c2ccccc21	-21	-7	0.6	22	2	-1	-0.8	0	5	-3
CNC(=O)c1ccc(NC(=O)C2CCN(c3ncnc4sc(C)c(C)c34)CC2)cc1	1	4	-0.6	-39	-2	0	-2.9	2	0	-5
CC(NC(=O)c1c(Cl)cnn1C)C1CCCO1 (stereo unspecified)	-2	-4	1.0	nt	-3	-7	-0.5	6	1	-4
O=C1NCCN1c1ccccc1	1	-1	0.9	34	nt	4	0.5	3	-7	5
Cc1cc(C(=O)O)cc(S(=O)(=O)N2CCOCC2)c1C	-4	-10	-0.6	9	0	-6	-2.2	3	3	0
CCN(CC)C(=O)C1CCCN(c2ncnc3c2cnn3-c2ccc(Cl)cc2)C1 (stereo unspecified)	-4	4	-5.4	-25	nt	-10	-1.7	-7	-2	-2
COc1ccc(S(=O)(=O)c2c(O)c3ccc(C(=O)Nc4ccccc4F)cc3[nH]c2=O)cc1	5	22	1.6	-8	3	-3	-3.2	-4	2	-2
NC(=O)C1CCN(c2cc(N3CCOCC3)ccc2[N+](=O)[O-])CC1	6	9	-0.5	-3	4	-1	-1.3	2	2	-5
CNC(=O)c1[nH]cnc1C(=O)Nc1ccccc1	2	4	0.9	-2	-6	-15	-3.0	-16	0	-1
C#CC(CO)N(CCN(Cc1ccccc1)C(C#C)CO)Cc1ccccc1 (stereo unspecified)	-1	-13	-1.4	21	-1	-3	-0.8	-13	-2	-4
CCOC(=O)c1cc(NC(=O)COc2ccc([N+](=O)[O-])cc2)cc(C(=O)OCC)c1	-7	-3	0.6	8	0	0	0.1	-8	3	-3
CCCc1cc(=O)[nH]c(SCc2cc(C(=O)OC)c(C)o2)n1	1	5	-0.7	13	13	-3	-0.5	-1	0	-4

Reprinted at random: 2 entries already listed, in no set order.
SMILES	DAGLB inh	Rtt109 HAT inh	LANA DNA inh	SR-BI uptake up	CAL PDZ FP-1	RTF Ca sens inh	CAL PDZ FP-2	PKA-R2B act	RTF Ca sens act	Keap1 Nrf2 FP
Cc1cccc(-n2ccnc2SCC(=O)Nc2cccc(S(=O)(=O)NC3=NCCC3)c2)c1C	2	-8	-0.4	-19	nt	-13	-0.1	-9	4	-5
Cc1cc(S(=O)(=O)N2CCCCC2)ccc1OCC(=O)N1CCOCC1	-2	22	3.3	1	1	-11	-2.1	-6	-2	-4

Additional records follow.
SMILES	DAGLB inh	Rtt109 HAT inh	LANA DNA inh	SR-BI uptake up	CAL PDZ FP-1	RTF Ca sens inh	CAL PDZ FP-2	PKA-R2B act	RTF Ca sens act	Keap1 Nrf2 FP
CCC(C(=O)O)n1nc(-c2ccccc2)c2cc(Cl)ccc21 (stereo unspecified)	2	13	0.5	15	-8	-9	-2.3	1	2	1
COc1ccc(NC(=O)c2cc(=O)c3ccccc3o2)cc1Cl	-1	0	2.4	-28	5	-3	0.4	6	4	-5
COCCNc1nc2ccccc2nc1NS(=O)(=O)c1ccc(C)cc1C	1	-17	-0.6	6	nt	-8	-4.6	-5	8	-2
CCOC(=O)c1nnn(-c2nonc2N)c1-c1cccs1	-2	33	-2.2	nt	1	9	-1.8	-14	-4	2
COc1ccc(N2CCN(S(=O)(=O)c3cc4c(cc3C)N(C(C)=O)CCO4)CC2)cc1	5	-3	0.3	29	nt	-10	-0.2	-5	-1	-1
CC(C)c1ccc(C(=O)NC(=S)Nc2ccc3[nH]c(=O)[nH]c3c2)cc1	0	0	0.0	nt	2	10	-2.7	-12	-3	1
Cc1cccc(N(C)S(=O)(=O)c2ccc3c(c2)CCC(=O)N3)c1	3	0	-0.6	12	0	-5	0.1	2	2	-6
CCOc1ccc(-n2nc3c(=O)[nH]nc(C)c3c2C)cc1	1	-3	-0.8	-39	1	2	-0.3	-8	2	-2
C=CCn1c(N)cc(=O)nc1SCC(=O)N(c1ccccc1)c1ccccc1	0	2	0.3	2	nt	4	-0.7	-3	-1	-5
CC(C)C[C@H](NC(=O)Nc1ccccc1F)C(=O)O	-2	-4	1.2	37	0	-15	-1.0	-7	5	-2
Cc1ccccc1COCCN1CCN(S(=O)(=O)c2ccccc2)CCC1=O	2	1	2.0	6	2	-4	-0.3	1	5	-6
O=C(O)C1CCCN1C(=O)Nc1ccc(Cl)cc1 (stereo unspecified)	0	-3	0.0	-5	1	-10	-1.5	-16	-3	-1
CCCCCOC(=O)Nc1nnc(CCCCC)s1	-5	5	0.5	20	nt	5	-0.4	-2	-4	-3
CC(=O)c1c(C)cc(C)c(CSc2ccccn2)c1C	-3	5	1.9	-18	-2	-8	nt	3	0	-1
O=S(=O)(c1ccc(F)cc1)N1CCCC1	-2	0	-2.0	5	-1	2	0.8	-6	0	0
COCc1c(C(=O)N/N=C\c2cccs2)nnn1-c1nonc1N	-1	-2	-0.1	nt	-2	-3	-1.9	-5	-1	-3
O=C(CN1C(=O)COc2ccccc21)N1CCCC1	0	-5	0.1	20	-2	-5	0.0	-2	11	-3
Cc1cc(NC(=O)Cn2c(=O)oc3ccccc32)no1	-2	-13	0.6	6	nt	0	-0.1	-10	-4	3
Cc1ccc(Cl)cc1N1CCN(C(=O)C2CCN(S(=O)(=O)c3c(C)nn(C)c3C)CC2)CC1	0	11	-0.8	-30	-1	2	-0.8	-11	-3	-4
COCCN(C(=S)Nc1ccccc1OC)C(C)c1cccs1 (stereo unspecified)	-8	-9	1.8	13	-2	1	0.5	1	4	-1
Cc1ccc(N2C(=O)C3CCC(C)(C2=O)C3(C)C)cc1C (stereo unspecified)	3	1	-0.8	30	-5	-13	-1.1	-3	4	3
Cc1cc(NC(=O)CCC(=O)N(c2ccccc2)C(C(=O)NC2CCCC2)c2ccccc2)no1 (stereo unspecified)	4	7	0.9	8	-2	-7	-0.4	-9	5	1
CCOC(=O)Cc1cc(OC)c(OC)cc1Cc1cc(OC)c(OC)cc1CC(=O)OCC	-3	29	-0.8	18	11	-6	-2.2	1	11	5
CCOC(=O)/C(=C/c1ccc(OC(F)F)cc1)C1=Nn2c(nnc2-c2ccc(Cl)cc2)SC1	7	8	-0.7	-39	-2	-1	-2.0	-8	-1	-4
Cc1csc(=O)n1CC(=O)OCC(=O)c1c(N)n(C)c(=O)n(C)c1=O	1	-16	1.1	3	-3	3	-2.2	-9	4	-1
Cn1c(=O)cc(OCC(=O)N2CCN(c3ccccc3F)CC2)c2ccccc21	3	nt	-0.6	-9	1	-9	-2.5	-3	-1	0
Cc1c(N(C(=O)Cc2cccs2)C2(C(=O)NC3CCCC3)CCCCC2)c(=O)n(-c2ccccc2)n1C	0	-10	-1.4	-7	nt	-2	-0.4	-5	5	-3
CC(=O)Nc1cccc(NC(=O)Nc2ccc(C)c(Cl)c2)c1	1	-9	-0.6	-23	-2	-1	-2.4	5	-5	0
CCn1c(CNC(=O)c2ccco2)nnc1SCC(=O)Nc1cc(C(F)(F)F)ccc1Cl	-4	17	-0.8	-12	-9	-2	-0.5	-3	-4	-1
CC(=O)c1ccc(N2CCN(C(=O)/C=C/c3ccc(S(=O)(=O)NCc4ccco4)cc3)CC2)cc1	0	6	-0.4	-88	3	-7	-0.8	9	-4	-42

Compound activity from PubChem.
